Assay outcomes from PubChem.
RPL19A TOR yeast: modulators of TOR pathway RPL19A-GFP in S. cerevisiae. S. cerevisiae RPL19A-GFP strain, flow cytometry, 3 h; active compounds read low. percent response vs DMSO, % at 10 µM. 0.3% of 330,000 active. AID 2025;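 active = percent response vs DMSO below 50%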;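 note: median channel GFP fluorescence of the barcoded RPL19A-GFP strain; ratio of sample median GFP to plate DMSO average so 100% = DMSO; lower means less RPL19A-GFP as with rapamycin TOR inhibition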
LAP4-GFP MLPCN: alters LAP4-GFP fluorescence in TOR pathway yeast screen; S. cerevisiae LAP4-GFP multiplex, flow cytometry GFP, 3 h; median GFP as percent of DMSO wells; GFP response vs DMSO, % at 10 µM; 0.34% of 320,000 active; AID 2023;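 active = GFP response vs DMSO above a set limit, about the screen mean plus 3 SD, cut at about 150% in these data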
procasp3 activ: procaspase-3 (human) activation. recombinant procaspase-3 D3A, Ac-DEVD-pNA absorbance 405 nm. activation, % at 8.5 µM. 0.11% of 330,000 active. AID 463141;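 active = activation above the mean of all tested compounds plus 3 SD, cut at about 21% in these data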;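 note: 0% = DMSO alone and 100% = DMSO wells spiked with extra 5 µM PC-3 D3A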
Target sequence (P42574 whole entry D9A/D28A/D175A): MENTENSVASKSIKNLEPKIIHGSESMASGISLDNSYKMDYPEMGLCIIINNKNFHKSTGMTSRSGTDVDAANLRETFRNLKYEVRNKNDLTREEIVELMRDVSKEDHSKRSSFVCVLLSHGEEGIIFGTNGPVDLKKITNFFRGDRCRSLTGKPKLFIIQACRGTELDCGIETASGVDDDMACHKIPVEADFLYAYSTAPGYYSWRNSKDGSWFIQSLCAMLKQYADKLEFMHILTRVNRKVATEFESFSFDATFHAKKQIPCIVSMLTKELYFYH
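assay system = Procaspase-3 D3A mutant | signal = absorbance at 405 nm, 0 and 120 min | times = 1 h preincubation plus 2 h reaction at 25 °C | repeats = single replicate | read-out = % activation between DMSO and enzyme-spiked controls | medium = Zinc-free HEPES saline buffer with Triton X-100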
AHR act: activates the human aryl hydrocarbon receptor; P35869; AHR-responsive luciferase reporter cells, luminescence; activation, % at 5 µM; 2.5% of 320,000 active; in the data active = activation above about 47%;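 note: 0% = vehicle wells and 100% = reference agonist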
Target sequence (P35869 whole entry, looked up): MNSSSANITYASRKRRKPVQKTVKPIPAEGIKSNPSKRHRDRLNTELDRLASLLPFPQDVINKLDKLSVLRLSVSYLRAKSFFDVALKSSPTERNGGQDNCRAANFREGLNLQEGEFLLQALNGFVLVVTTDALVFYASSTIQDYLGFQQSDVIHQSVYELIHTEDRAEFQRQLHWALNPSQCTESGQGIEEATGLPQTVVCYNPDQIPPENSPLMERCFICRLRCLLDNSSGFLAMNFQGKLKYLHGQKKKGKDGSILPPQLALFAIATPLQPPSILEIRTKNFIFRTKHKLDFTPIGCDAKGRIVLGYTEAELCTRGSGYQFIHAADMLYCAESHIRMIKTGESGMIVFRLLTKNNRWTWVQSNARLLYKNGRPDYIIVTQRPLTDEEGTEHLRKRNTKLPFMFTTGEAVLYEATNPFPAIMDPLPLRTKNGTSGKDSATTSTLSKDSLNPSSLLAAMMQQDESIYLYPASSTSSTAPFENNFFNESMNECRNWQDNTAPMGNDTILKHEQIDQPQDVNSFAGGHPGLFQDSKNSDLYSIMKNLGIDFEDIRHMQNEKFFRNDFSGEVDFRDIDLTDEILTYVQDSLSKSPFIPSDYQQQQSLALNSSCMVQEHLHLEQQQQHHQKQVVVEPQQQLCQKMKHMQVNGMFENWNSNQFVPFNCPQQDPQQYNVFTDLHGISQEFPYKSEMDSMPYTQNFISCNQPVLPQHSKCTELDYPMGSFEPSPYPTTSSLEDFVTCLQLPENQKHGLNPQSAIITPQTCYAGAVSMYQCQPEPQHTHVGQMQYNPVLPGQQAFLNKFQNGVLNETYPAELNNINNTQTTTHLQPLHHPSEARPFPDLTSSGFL
GASC-1 inh: human JMJD2C demethylase inhibition; 0.069% of 330,000 active; AID 2099; GST-JMJD2C(1-420) H3K9me3 demethylation, DELFIA europium; Q9H3R0; inhibition, % at 2.35 µM;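 active = more than half of a compound's replicate wells show inhibition beyond 50%, single wells judged on their own value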;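 note: signal counts dimethyl H3K9 product captured on neutravidin plate; 0% = median of DMSO wells and 100% = 0.3 times that DMSO median; strong numbers were not always called active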
procasp7 counter: counter-screen for procaspase-3 activators: activators of human procaspase-7; P55210; recombinant procaspase-7, Ac-DEVD-pNA absorbance 405 nm; D23A/D198A/D206A triple mutant, cannot self-cleave; scale: DMSO 0, 5 µM enzyme 100; activation, % at 8.5 µM; 0.093% of 330,000 active;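 active = percent activation above the screen-wide mean plus 3 SD, cut at about 25% in these data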
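System: Uncleavable procaspase-7 mutant enzyme; Amount: 2 µM procaspase-7 mutant as dispensed; Schedule: 1 h compound preincubation, 2 h substrate cleavage, 25 °C; Measured by: 405 nm absorbance of p-nitroaniline; Evaluation: percent activation from buffer-corrected 0–120 min absorbance change; Control set: low DMSO alone, high DMSO plus 5 µM PC-7.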
MEP2 TOR yeast: modulators of TOR pathway MEP2-GFP in S. cerevisiae. S. cerevisiae MEP2-GFP strain, flow cytometry GFP, 3 h; 100% = DMSO control level. GFP response vs DMSO, % at 10 µM. 0.51% of 330,000 active;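 active = GFP response versus DMSO above a set limit, roughly screen mean plus 3 SD, cut at about 180% in these data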;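 note: median GFP fluorescence of the barcode-gated MEP2-GFP cells per well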
CR mimetic SO: yeast age-related superoxide inhibition as caloric restriction mimetic; S. cerevisiae aged cells, superoxide DHE fluorescence; active compounds read low; superoxide response (% of plate mean), % at 10 µM; 0.18% of 330,000 active;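 active = superoxide response under a set limit, about three screen SD below normal, cut at about 65% in these data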;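 note: yeast aged for seven days with compound at 30 °C before DHE staining; 100% = average MFI of all compound-treated wells on the plate with controls excluded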
* hit, by the source's call; & = joins results of further samples.

`Cc1ccc(S(=O)(=O)N2CCOCC2)cc1C(=O)NNC(=O)c1ccoc1C` gave RPL19A TOR yeast 106, LAP4-GFP MLPCN 114, procasp3 activ 1, AHR act 0, GASC-1 inh 32, procasp7 counter 6, MEP2 TOR yeast 105 and CR mimetic SO 108.
`CCOC(=O)C1CCN(CC(=O)Nc2ccc(OC)c(Cl)c2)CC1` gave RPL19A TOR yeast 94, LAP4-GFP MLPCN 102, procasp3 activ -2, AHR act 0, GASC-1 inh -39, procasp7 counter 9, MEP2 TOR yeast 90 and CR mimetic SO 92.
For CC(=O)Nc1ccc(NC(=O)C(Sc2ccccc2)c2ccccc2)cc1 (stereo not drawn) the results were RPL19A TOR yeast 96, LAP4-GFP MLPCN 116, procasp3 activ -1, AHR act 2, GASC-1 inh -6, procasp7 counter 4, MEP2 TOR yeast 101 and CR mimetic SO 102.
For O=C(CSc1nnc(-c2ccccc2Br)o1)Nc1nncs1 the results were RPL19A TOR yeast 98, LAP4-GFP MLPCN 100, procasp3 activ -6, AHR act 0, GASC-1 inh 6, procasp7 counter 13, MEP2 TOR yeast 101 and CR mimetic SO 98.
`CSC1=N/C(=C/c2ccc(-n3cncn3)cc2)C(=O)N1` gave RPL19A TOR yeast 99, LAP4-GFP MLPCN 107, procasp3 activ -7, AHR act 0, GASC-1 inh -7, procasp7 counter -15, MEP2 TOR yeast 102 and CR mimetic SO 82.
CCOC(=O)c1cnc(-c2ccccc2)nc1Oc1ccc(OC)cc1 was read as RPL19A TOR yeast 99, LAP4-GFP MLPCN 105, procasp3 activ 10, AHR act 0, GASC-1 inh -10, procasp7 counter -2, MEP2 TOR yeast 95 and CR mimetic SO 99.
Screening CCOc1ccc(Cl)cc1S(=O)(=O)N1CCN(c2ccc(C)c(C)c2)CC1 returned RPL19A TOR yeast 101, LAP4-GFP MLPCN 104, procasp3 activ 1, AHR act 2, GASC-1 inh 4, procasp7 counter 2, MEP2 TOR yeast 100 and CR mimetic SO 66.
For CCOC(=O)c1c(C)[nH]c(C)c1C(=O)CSc1nnc(-c2cc(OC)c(OC)c(OC)c2)o1 the results were RPL19A TOR yeast 97, LAP4-GFP MLPCN 104, procasp3 activ 4, AHR act 5, GASC-1 inh 2&-5, procasp7 counter 6, MEP2 TOR yeast 115 and CR mimetic SO 101.
NC(N)=NS(=O)(=O)c1ccc(NC(=S)NC(=O)c2ccc3c(c2)OCO3)cc1 was read as RPL19A TOR yeast 99, LAP4-GFP MLPCN 113, procasp3 activ -11, AHR act 12, GASC-1 inh -4, procasp7 counter -13, MEP2 TOR yeast 94 and CR mimetic SO 91.
For O=C(O)/C=C/C(=O)c1ccc2c(c1)NC(=O)CO2 the results were RPL19A TOR yeast 100, LAP4-GFP MLPCN 98, procasp3 activ -31, AHR act -2, GASC-1 inh -8, procasp7 counter -35, MEP2 TOR yeast 97 and CR mimetic SO 80.
Screening CN(C)CCNC(=O)Cn1nc(C(F)F)cc1C1CC1 returned RPL19A TOR yeast 99, LAP4-GFP MLPCN 97, procasp3 activ 3, AHR act 4, GASC-1 inh -5, procasp7 counter 2, MEP2 TOR yeast 101 and CR mimetic SO 90.
Screening CN(C)Cc1cc(CCNC(=O)c2ccc(Cl)cc2)ccc1O returned RPL19A TOR yeast 103, LAP4-GFP MLPCN 99, procasp3 activ 10, AHR act 1, GASC-1 inh -3, procasp7 counter -6, MEP2 TOR yeast 97 and CR mimetic SO 107.
COc1ccc(CNC(=O)Cc2c(C(=O)O)[nH]c3ccccc23)c(OC)c1 was read as RPL19A TOR yeast 97, LAP4-GFP MLPCN 97, procasp3 activ 0, AHR act 12, GASC-1 inh 3, procasp7 counter 0, MEP2 TOR yeast 100 and CR mimetic SO 93.
`CNC(=O)CSc1nnc(-c2ccco2)n1-c1cccc(OC)c1` gave RPL19A TOR yeast 102, LAP4-GFP MLPCN 89, procasp3 activ -5, AHR act 1, GASC-1 inh -2, procasp7 counter 12, MEP2 TOR yeast 100 and CR mimetic SO 105.
O=C1C=C(O)c2c(O)cc(O)c(O)c2C1=O was read as RPL19A TOR yeast 96, LAP4-GFP MLPCN 94, procasp3 activ -10, AHR act 0, GASC-1 inh -13, procasp7 counter -7, MEP2 TOR yeast 94 and CR mimetic SO 150.
`NS(=O)(=O)c1ccc(CCNC(=O)COC(=O)c2cc([N+](=O)[O-])ccc2N2CCOCC2)cc1` gave RPL19A TOR yeast 102, LAP4-GFP MLPCN 104, procasp3 activ -1, AHR act 0, GASC-1 inh 6, procasp7 counter 6, MEP2 TOR yeast 107 and CR mimetic SO 110.
For NC(=O)CSc1nnc(-c2ccccc2)c(-c2ccccc2)n1 the results were RPL19A TOR yeast 103, LAP4-GFP MLPCN 95, procasp3 activ 3, AHR act 0, GASC-1 inh 4, procasp7 counter 3, MEP2 TOR yeast 110 and CR mimetic SO 94.
Screening COc1cc(C(=O)Nc2ccc(NC(=O)c3ccco3)nc2)cc(OC)c1OC returned RPL19A TOR yeast 104, LAP4-GFP MLPCN 104, procasp3 activ 0, AHR act -1, GASC-1 inh 5, procasp7 counter 5, MEP2 TOR yeast 106 and CR mimetic SO 91.
For Cc1cc(C)c(COCc2cc(/C=N/O)c(C)cc2C)cc1/C=N/O the results were RPL19A TOR yeast 99, LAP4-GFP MLPCN 106, procasp3 activ -4, AHR act 23, GASC-1 inh -9, procasp7 counter 3, MEP2 TOR yeast 102 and CR mimetic SO 103.
Screening COc1ccc(O)c(C(=O)c2cnc3c(c2)c(=O)[nH]c(=O)n3C)c1 returned RPL19A TOR yeast 101, LAP4-GFP MLPCN 95, procasp3 activ -1, AHR act 11, GASC-1 inh -2, procasp7 counter 0, MEP2 TOR yeast 95 and CR mimetic SO 103.
CCOc1ccccc1C(=O)Nc1c[nH]c(=O)[nH]c1=O was read as RPL19A TOR yeast 108, LAP4-GFP MLPCN 105, GASC-1 inh 2, MEP2 TOR yeast 109 and CR mimetic SO 103.
O=C(NC1CCCCC1)c1cccnc1C(=O)O was read as RPL19A TOR yeast 100, LAP4-GFP MLPCN 98, procasp3 activ 9, AHR act -1, GASC-1 inh -365, procasp7 counter -1, MEP2 TOR yeast 103 and CR mimetic SO 82.
COc1ccc(C2CC(c3cccs3)=NN2C(=O)c2ccccc2)cc1OC (stereo not drawn) was read as RPL19A TOR yeast 97, LAP4-GFP MLPCN 104, procasp3 activ 0, AHR act 2, GASC-1 inh -15, procasp7 counter -4, MEP2 TOR yeast 94 and CR mimetic SO 90.
`CC(=O)Nc1ccc(S(=O)(=O)Nc2ccc3c(c2)OCCO3)cc1` gave RPL19A TOR yeast 96, LAP4-GFP MLPCN 98, procasp3 activ 0, AHR act 1, GASC-1 inh 5, procasp7 counter -1, MEP2 TOR yeast 98 and CR mimetic SO 91.
`Cc1ccccc1CN(c1ccc(C(=O)NCCC2=CCCCC2)cc1)S(C)(=O)=O` gave RPL19A TOR yeast 100, LAP4-GFP MLPCN 117, procasp3 activ 1, AHR act 1, GASC-1 inh -1, procasp7 counter 3, MEP2 TOR yeast 102 and CR mimetic SO 103.
For CCCC(=O)N/C(N)=N/c1nc(C)c2ccccc2n1 the results were RPL19A TOR yeast 96, LAP4-GFP MLPCN 120, procasp3 activ 1, AHR act 60*, GASC-1 inh -1, procasp7 counter 3, MEP2 TOR yeast 96 and CR mimetic SO 97.
For O=C(Cc1n[nH]c(=O)c2ccccc12)Nc1cc(Cl)ccc1-n1cncn1 the results were RPL19A TOR yeast 92, LAP4-GFP MLPCN 93, procasp3 activ 3, AHR act 33, GASC-1 inh 1, procasp7 counter 3, MEP2 TOR yeast 93 and CR mimetic SO 96.
`CCN(C(=O)c1ccccc1)c1ccc([N+](=O)[O-])cc1` gave RPL19A TOR yeast 94, LAP4-GFP MLPCN 90, procasp3 activ -5, AHR act 1, GASC-1 inh 0, procasp7 counter 2, MEP2 TOR yeast 90 and CR mimetic SO 95.
`O=C(c1ccc2ccccc2c1)C1CCCN(C(=O)CN2C(=O)CSC2=O)C1` (stereo not drawn) gave RPL19A TOR yeast 99, LAP4-GFP MLPCN 98, procasp3 activ -1, AHR act 6, GASC-1 inh -22, procasp7 counter -4, MEP2 TOR yeast 103 and CR mimetic SO 104.
Screening CC1CCCCC1NC(=O)c1ccc(N2CCCC2=O)cc1 (stereo not drawn) returned LAP4-GFP MLPCN 98, procasp3 activ 2, AHR act -5, GASC-1 inh -7, procasp7 counter 6, MEP2 TOR yeast 102 and CR mimetic SO 95.
Screening C/C(=N\NC(=O)c1nn(C)c(C)c1Br)c1ccc(NC(=O)c2ccccc2F)cc1 returned RPL19A TOR yeast 105, LAP4-GFP MLPCN 105, procasp3 activ 9, AHR act -1, GASC-1 inh -7, procasp7 counter -7, MEP2 TOR yeast 104 and CR mimetic SO 109.
O=[N+]([O-])c1cccc(S(=O)(=O)Nc2ccc(S(=O)(=O)Nc3nccs3)cc2)c1 was read as RPL19A TOR yeast 106, LAP4-GFP MLPCN 119, procasp3 activ 3, AHR act 1, GASC-1 inh -3, procasp7 counter 2, MEP2 TOR yeast 123 and CR mimetic SO 99.
For CC(=O)c1cc2c(cc1N/C(=N/S(=O)(=O)c1ccccc1)c1ccc(Cl)cc1)OCO2 the results were RPL19A TOR yeast 108, LAP4-GFP MLPCN 96, procasp3 activ 1, AHR act 94*, GASC-1 inh -12, procasp7 counter 7, MEP2 TOR yeast 113 and CR mimetic SO 96.
`CCCCc1cc(=O)oc2cc(C)cc(OCC(=O)N3CCC(C(N)=O)CC3)c12` gave RPL19A TOR yeast 101, LAP4-GFP MLPCN 107, procasp3 activ -1, AHR act 0, GASC-1 inh 1, procasp7 counter 0, MEP2 TOR yeast 106 and CR mimetic SO 92.
For CC1=C(C(=O)OCc2ccccc2)C(c2ccc(N(C)C)cc2)NC(=O)N1 (stereo not drawn) the results were RPL19A TOR yeast 100, LAP4-GFP MLPCN 106, procasp3 activ -1, AHR act 3, GASC-1 inh 2, procasp7 counter 3, MEP2 TOR yeast 109 and CR mimetic SO 94.
For O=C(CSc1nnc(-c2ccncc2)n1Cc1ccco1)Nc1cccc(O)c1 the results were RPL19A TOR yeast 94, LAP4-GFP MLPCN 94, procasp3 activ 1, AHR act -1, GASC-1 inh 7, procasp7 counter 0, MEP2 TOR yeast 101 and CR mimetic SO 93.
`C/C(=N\NC(=O)c1ccc(Cl)c(Cl)c1)c1ccc(Br)s1` gave RPL19A TOR yeast 106, LAP4-GFP MLPCN 101, procasp3 activ -11, AHR act 13, GASC-1 inh -15, procasp7 counter -5, MEP2 TOR yeast 100 and CR mimetic SO 117.

Quoted from the results shown, three compounds:
For CC1=C(C(=O)OCc2ccccc2)C(c2ccc(N(C)C)cc2)NC(=O)N1 (stereo not drawn) the results were RPL19A TOR yeast 100, LAP4-GFP MLPCN 106, procasp3 activ -1, AHR act 3, GASC-1 inh 2, procasp7 counter 3, MEP2 TOR yeast 109 and CR mimetic SO 94.
For O=C(CSc1nnc(-c2ccncc2)n1Cc1ccco1)Nc1cccc(O)c1 the results were RPL19A TOR yeast 94, LAP4-GFP MLPCN 94, procasp3 activ 1, AHR act -1, GASC-1 inh 7, procasp7 counter 0, MEP2 TOR yeast 101 and CR mimetic SO 93.
`C/C(=N\NC(=O)c1ccc(Cl)c(Cl)c1)c1ccc(Br)s1` gave RPL19A TOR yeast 106, LAP4-GFP MLPCN 101, procasp3 activ -11, AHR act 13, GASC-1 inh -15, procasp7 counter -5, MEP2 TOR yeast 100 and CR mimetic SO 117.

The order is random; about 3.8% have a hit in one of these screens.
